STK33 kinase inh: inhibitors of purified STK33 kinase, primary screen, biochemical, ADP-Glo luminescence, homogeneous, cell-free; hit rate 0.073% among 320,000; inhibition, % at 10 µM; AID 2661, 2010; MBP phosphorylation;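 active means inhibition at or above 25%, using the most active replicate where run in duplicate; inactive means inhibition below 25%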
Kir21 inh: inhibitors of mouse Kir2.1 inward-rectifier potassium channel; AID 1672, 2009; B-score at 10 µM; HEK293-Kir2.1, FluxOR thallium flux fluorescence; active compounds read low; Inward rectifier potassium channel 2 (Mus musculus), P35561; hit rate 0.85% among 310,000;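 active means fluorescence ratio B-score at or below minus 3 SD of library scores, with starting-brightness B-score within 2 SD, cut at about -4.2 in these data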;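 further: channel flux triggered by added potassium and thallium sulfate stimulus; B-score of peak minus minimum fluorescence over baseline after thallium stimulus; more negative B-score means stronger Kir2.1 block with less thallium influx; some compounds called inactive have numbers as strong as hits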
KCNQ2 inh: KCNQ2 potassium channel inhibitors, primary screen, cell-based, CHO-K1, FluxOR thallium flux, B-score (AID 2156); Potassium voltage-gated channel subfamily KQT member 2 (Rattus norvegicus), O88943; 20 min; active compounds read low; B-score at 10 µM; hit rate 1.1% among 310,000;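 active means fluorescence ratio B-score at most minus 3 library SDs, with starting brightness B-score within 2 library SDs, cut at about -5.5 in these data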
Target sequence (O88943 whole entry, looked up): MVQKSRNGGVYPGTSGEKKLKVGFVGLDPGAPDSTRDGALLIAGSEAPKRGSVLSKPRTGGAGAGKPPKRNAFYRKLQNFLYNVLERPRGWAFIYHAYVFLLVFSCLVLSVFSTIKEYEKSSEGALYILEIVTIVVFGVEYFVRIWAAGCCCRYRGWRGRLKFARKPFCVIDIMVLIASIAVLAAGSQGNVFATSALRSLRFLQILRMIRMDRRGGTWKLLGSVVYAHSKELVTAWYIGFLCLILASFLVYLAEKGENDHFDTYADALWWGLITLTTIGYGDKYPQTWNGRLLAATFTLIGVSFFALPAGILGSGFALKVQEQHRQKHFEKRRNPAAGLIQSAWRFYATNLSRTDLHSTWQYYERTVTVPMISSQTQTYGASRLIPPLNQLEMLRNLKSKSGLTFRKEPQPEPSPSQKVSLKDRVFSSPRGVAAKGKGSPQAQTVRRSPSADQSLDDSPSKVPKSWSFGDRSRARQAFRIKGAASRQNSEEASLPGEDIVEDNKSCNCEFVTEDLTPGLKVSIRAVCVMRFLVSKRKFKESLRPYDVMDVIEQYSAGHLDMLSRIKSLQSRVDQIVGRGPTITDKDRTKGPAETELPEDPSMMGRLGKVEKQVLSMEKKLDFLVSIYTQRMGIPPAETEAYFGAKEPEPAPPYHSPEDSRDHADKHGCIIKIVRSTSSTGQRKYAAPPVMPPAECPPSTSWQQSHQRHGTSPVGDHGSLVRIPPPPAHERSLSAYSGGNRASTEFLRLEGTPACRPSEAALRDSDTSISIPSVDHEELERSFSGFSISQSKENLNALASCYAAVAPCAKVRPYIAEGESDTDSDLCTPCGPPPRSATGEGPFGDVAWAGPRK
* marks the source's active call; other numbers are inactive results; i = inactive.

SMILES	STK33 kinase inh	Kir21 inh	KCNQ2 inh
Cc1c(C(=O)NCc2cccs2)oc2ccccc12	-0.7	-1.51	i
COc1ccc(CN2C(=O)NC(C)(c3ccc(C)cc3)C2=O)cc1F (stereo not given)	-0.2	0.82	i
O=C(c1ccccc1Cl)N1CCn2c1nc1ccccc12	-0.6	0.03	i
COc1ccc(C2C3=C(CCCC3=O)Nc3n[nH]c(C)c32)cc1OC (stereo not given)	0.9	-0.54	i
COc1cccc(N2CC(=O)N(c3cccc(OC)c3)CC2=O)c1	-1.6	0.77	i
CCCn1c(-c2cccs2)nc2ccccc21	0.4	-0.43	i
COc1ccc(NC(=O)C23CC4CC(C2)CC(c2ccccc2)(C4)C3)c(OC)c1	0.0	0.35	i
COc1cc(OC)c(CN2CCc3c([nH]c4ccccc34)C2)cc1Br	0.2	-3.73	i
COC(=O)c1ccccc1NC(=O)CSc1nc2cccnc2n1C	1.6	-0.82	i
O=C(Cn1cc2c(n1)CCCC2)Nc1ccccc1Cl	-1.5	-0.4	i
COc1ccc(CNC(=O)C(=O)NCCC2CCCCN2S(=O)(=O)c2cccs2)cc1 (stereo not given)	-3.0	0.54	i
CCSc1nnc(NC(=O)c2cc(C)oc2C)s1	9.5	-0.36	i
CC(C(=O)NC1CCS(=O)(=O)C1)N1C(=O)/C(=C/c2ccc(Cl)cc2)SC1=S (stereo not given)	-0.8	-0.18	i
CCOc1ccc2nc(SCC(=O)Nc3ccc4c(c3)OCCO4)[nH]c2c1	-0.8	-0.37	i
COc1cc([N+](=O)[O-])cc(/C=N/NC(=O)c2cc(-c3ccccc3)nc3ccccc23)c1O	-1.4	0.09	i

Four compounds already listed, sorted by molecular weight, lowest first:
SMILES	STK33 kinase inh	Kir21 inh	KCNQ2 inh
O=C(c1ccccc1Cl)N1CCn2c1nc1ccccc12	-0.6	0.03	i
COc1cccc(N2CC(=O)N(c3cccc(OC)c3)CC2=O)c1	-1.6	0.77	i
COc1cc(OC)c(CN2CCc3c([nH]c4ccccc34)C2)cc1Br	0.2	-3.73	i
CC(C(=O)NC1CCS(=O)(=O)C1)N1C(=O)/C(=C/c2ccc(Cl)cc2)SC1=S (stereo not given)	-0.8	-0.18	i

Next compounds follow:
SMILES	STK33 kinase inh	Kir21 inh	KCNQ2 inh
CCn1cc(/C=C(\NC(=O)c2ccccc2OC)C(=O)NCCCN2CCOCC2)c2ccccc21	-1.2	0.78	i
O=c1c(-c2ccc(Cl)cc2)[n+]([O-])c2ccccc2n1O	-1.3	-0.1	i
Cc1ccc2[nH]c(=O)c3cc(C(=O)N(C)c4ccc(C)c(C)c4)sc3c2c1	-0.6	0.28	i
Cc1cc(NC(=O)C2CCCCC2)n(-c2nc3ccccc3[nH]2)n1	-5.4	-0.06	i
CC(C)(C)SCCSC1=CC(=O)CC(c2ccccc2)C1 (stereo not given)	-0.1	0.02	i
C/C(=N\Nc1ccc(F)cc1F)c1ccc(N2CCOCC2)cc1	-1.7	-0.23	i
CCOc1ccc(Nc2ccc(N3C(=O)CCC3=O)cc2[N+](=O)[O-])cc1	0.0	-0.85	i
CC1CN(C(=O)COC(=O)c2cc(Cl)ccc2[N+](=O)[O-])CC(C)O1 (stereo not given)	0.5	-1.13	i
O=c1[nH]cnc2c1c(-c1ccccc1)cn2-c1ccc(Br)cc1	-0.1	-0.52	i
COc1ccc2c(c1)OC1=C(C(=O)CCC1)C2C1=C(O)CCCC1=O (stereo not given)	-1.2	1.17	i
N#Cc1cccc(NC(=O)COC(=O)c2cccc(N3C(=O)c4ccccc4C3=O)c2)c1	0.8	-0.2	i
CC(C)(C)Cc1nnc(NC(=O)CN2C(=O)c3ccccc3C2=O)s1	-0.1	-0.8	i
COC(=O)c1ccccc1NC(=O)C1CC(c2ccc(F)cc2)=NO1 (stereo not given)	0.6	-1.17	i
COc1ccc(CCNC(=O)c2cc(-c3ccc(C)c(C)c3O)n[nH]2)cc1OC	-0.8	-0.67	i
CC(NS(=O)(=O)c1ccc2c(c1)C(=O)c1cc(S(=O)(=O)NC(C)C(=O)O)ccc1-2)C(=O)O (stereo not given)	-0.7	0.57	i
COc1ccc(NC(=O)c2ccc3c(c2)S(=O)(=O)c2ccccc2C3=O)cc1	2.0	-0.32	i
COc1ccc(C(=O)NCCS(=O)(=O)N2CCOCC2)cc1	-0.3	1.19	i
C=C(C)CSc1cc(C)c(C#N)c2nc3ccccc3n12	0.9	-0.89	i
CSc1ccc(S(=O)(=O)N(CC(=O)NCc2ccccn2)c2ccc(C)cc2)cc1	-1.0	-2.42	i
COc1ccccc1C(=O)Nc1ccccc1C(=O)N1CCCC1	-0.1	-1.3	i
Cn1c(=O)c2c(nc(SCc3nc(N)nc(N4CCCCC4)n3)n2C)n(C)c1=O	-1.0	1.85	i
COc1cc(OC)cc(C(=O)Nc2ccccc2S(=O)(=O)N2CCCC2OC(C)=O)c1 (stereo not given)	-0.7	-0.58	i
CCN(CC)c1ccc(S(=O)(=O)N2CCOCC2)cc1NC(=O)COC(=O)/C=C/c1ccc(C)o1	-0.1	1	i
CN(C)Cc1c(O)ccc2ccccc12	-2.6	0.69	i
O=C1/C(=C\c2cccnc2)SC(=S)N1c1ccc(F)cc1	-1.5	-1.33	i
CC(=O)Nc1ccc(NS(=O)(=O)c2ccc(CN3C(=O)c4cccnc4C3=O)cc2)cc1	-2.6	1.9	i
CC(C)CN(C(=O)/C=C/c1nc2ccccc2s1)C1CCS(=O)(=O)C1 (stereo not given)	-0.2	-0.59	i
O=C(CSc1nnc(CNc2ccc(F)cc2)n1Cc1ccco1)N1CCOCC1	0.5	-1.13	i
CC(C)OC(=O)CCc1nc2ccccc2[nH]c1=O	-0.8	0.97	i
CCN(CC)CCn1c2c(c(SCC(=O)Nc3nc(C)cs3)nc1=O)CCC2	-1.4	0.47	i

One compound at a time (already shown):
CC(=O)Nc1ccc(NS(=O)(=O)c2ccc(CN3C(=O)c4cccnc4C3=O)cc2)cc1 in the list: STK33 kinase inh: -2.6; Kir21 inh: 1.9; KCNQ2 inh: i
CC1CN(C(=O)COC(=O)c2cc(Cl)ccc2[N+](=O)[O-])CC(C)O1 (stereo not given) in the list: STK33 kinase inh: 0.5; Kir21 inh: -1.13; KCNQ2 inh: i
COc1ccc(CN2C(=O)NC(C)(c3ccc(C)cc3)C2=O)cc1F (stereo not given) in the list: STK33 kinase inh: -0.2; Kir21 inh: 0.82; KCNQ2 inh: i

(cont.)
SMILES	STK33 kinase inh	Kir21 inh	KCNQ2 inh
CCCCN(CCCNC(=O)c1ccc2nc(N3CCOCC3)sc2c1)Cc1ccccc1	2.0	2.51	i
Cc1cc(C)cc(NC(=O)CN2CCN(CCN=CC3=C(O)CC(C)(C)CC3=O)CC2)c1	0.7	0.04	i
COc1ccc(N2CCN(Cc3oc(CO)cc(=O)c3O)CC2)cc1	-0.5	1.35	i
CC(CN1C(C)CCCC1C)OC(=O)c1ccccc1Cl (stereo not given)	0.1	0.3	i
CCCCN1C(=O)/C(=C2/Sc3ccccc3N2C)S/C1=N\c1ncn[nH]1	-1.5	2.51	i
O=c1cc(O)n(Cc2ccc(F)cc2)c(=O)[nH]1	-1.9	1.75	i
Cc1onc(-c2ccccc2Cl)c1C(=O)OCN1C(=O)c2ccccc2C1=O	-1.1	-0.13	i
CCOc1ccc(CCNC(=O)Cn2ccc3cc(S(=O)(=O)N4CCCC4)ccc32)cc1	-0.6	-0.66	i
O=C(Nc1sc2c(c1C(=O)O)CCC2)c1cccs1	1.1	-1.12	i
CS(=O)(=O)Nc1cccc(C2=NN(S(C)(=O)=O)C(c3ccccc3)C2)c1 (stereo not given)	0.6	0.25	i
CC(C)C1Nc2ccc(C(=O)O)cc2C2C=CCC21 (stereo not given)	-0.3	-0.46	i
Cc1ccc(NC(=O)Cn2nnc(C(=O)Nc3ccc(C)c(C)c3)c2N)cc1	-1.1	0.7	i
CC12CCC(=O)N1C(C(=O)OCC(=O)Nc1cc(S(=O)(=O)N3CCCCC3)ccc1Cl)CS2 (stereo not given)	-0.8	0.63	i
CCOC(=O)CSc1nnc(CNc2cccc(Cl)c2)n1-c1ccccc1	-1.5	-3.51	-6.39*
CCOC(=O)C(C)Sc1nc2c(c(=O)[nH]c(=O)n2C)n1CCc1ccccc1 (stereo not given)	-2.0	-0.83	i
Cc1ccc(S(=O)(=O)NC(C)C(=O)Nc2ccc(C(N)=O)cc2)cc1 (stereo not given)	1.0	-0.53	i
CCOC(=O)Cc1cc(=O)n2[nH]c(C)c(-c3ccc(OC)cc3)c2n1	-2.5	0.15	i
CC(=O)/C=C\c1ccc(OC(=O)c2cccnc2)cc1	1.3	-0.27	i
COc1ccc(NC(=O)CN(c2ccccc2)S(=O)(=O)N(C)C)cc1Cl	-1.3	-0.57	i
COc1ccccc1OCCOc1ccc(C(=O)c2ccccc2)cc1	4.2	1.05	i
CC(OC(=O)CCN=C1NS(=O)(=O)c2ccccc21)C(=O)Nc1ccc(F)cc1Cl (stereo not given)	-0.3	-1.05	i
Cc1ccccc1-n1c(C)cc(/C=C2/C(=N)N3C(c4ccccc4)=CSC3=NC2=O)c1C	-1.2	1.27	i
Oc1c(C(c2ccccc2)N2CCCCC2)sc2ncnn12 (stereo not given)	0.0	-0.38	i
CC(=O)Nc1nc2ccc(NC(=O)c3ccco3)cc2s1	10.0	1.18	i
COc1cc2c(cc1NC(=O)COC(=O)[C@@H](NS(=O)(=O)c1cccc(Cl)c1)C(C)C)oc1ccccc12	-2.0	-0.35	i
CCc1cc2c(=O)n(CC(=O)NC3CCCCC3)cnc2s1	-1.1	0.73	i
COCCNC(=O)/C(C#N)=C/c1ccc(-c2ccc(OC)cc2[N+](=O)[O-])o1	0.3	-0.19	i
c1ccc2sc(N3CN(CCN4CCOCC4)CN(c4nc5ccccc5s4)C3)nc2c1	-2.0	-0.89	i
CC(C)N(CCNC(=O)C1CCN(S(=O)(=O)N2CCOCC2)CC1)Cc1ccccc1	0.2	-2.98	i
Cc1ccc(C(=O)NCCc2cc3ccc(C)c(C)c3[nH]c2=O)cc1[N+](=O)[O-]	0.0	-0.18	i

Entries above that have bromine, in the order listed:
SMILES	STK33 kinase inh	Kir21 inh	KCNQ2 inh
COc1cc(OC)c(CN2CCc3c([nH]c4ccccc34)C2)cc1Br	0.2	-3.73	i
O=c1[nH]cnc2c1c(-c1ccccc1)cn2-c1ccc(Br)cc1	-0.1	-0.52	i

The list goes on:
SMILES	STK33 kinase inh	Kir21 inh	KCNQ2 inh
CCOC(=O)C(C)(C)N(Cc1ccc(Cl)cc1)S(=O)(=O)c1ccc(Cl)c([N+](=O)[O-])c1	-0.4	-2.27	i
COc1cc2oc3ccc(C#Cc4ccc(N)cc4)cc3c(=O)c2cc1OC	2.7	0.28	i
Cc1ccc(S(=O)(=O)N2CCCC2CNC(=O)C(=O)Nc2ccc(F)cc2)cc1 (stereo not given)	-0.4	-0.73	i
O=C(NCCCn1ccnc1)C(=O)NCC(c1ccco1)N1CCN(c2ccc(F)cc2)CC1 (stereo not given)	-0.3	1.32	i
CCOc1ccc(S(=O)(=O)N2CCC(C(=O)N3CCc4ccccc4C3)CC2)cc1	-3.0	-0.02	i
O=C(COC(=O)/C=C/c1ccccc1)NCC1CCCO1 (stereo not given)	-1.2	0.6	i
Fc1ccccc1COc1ccccc1CNCc1ccncc1	1.7	1.26	i
COc1ccc(OCCSc2ncn[nH]2)cc1	-0.4	-1.49	i
Cc1c(C(=O)N2CCN(c3ccccc3)CC2)sc2ncnc(N3CCC(C)CC3)c12	-0.7	1.09	i
O=C(Nc1ccccc1N1CCOCC1)c1ccc(Cl)nc1	1.2	-0.11	i
O=C(c1ccccc1[N+](=O)[O-])N1CCC(Cc2ccccc2)CC1	0.1	-0.06	i
CS(=O)(=O)Nc1ccc(-c2n[nH]c(=S)n2-c2ccccc2)cc1	-1.2	0.67	i
COc1ccc(CNC(=O)CCCCCn2c(SCC#N)nc3cc4c(cc3c2=O)OCO4)cc1	-0.2	0.63	i
CCC1CN(C(=O)N2CCC(C(=O)NCCc3ccccc3)CC2)c2ccccc2O1 (stereo not given)	-1.2	-1.33	i
CC(=O)c1ccc(NC(=O)COc2ccccc2C(=O)Nc2ccccc2)cc1	-1.4	-1.65	i
COc1ccc(NC(=O)c2ccc(COc3ccccc3)o2)cc1	-3.4	0.94	i
Cc1ccc(-n2[nH]c(C)c(/C=C3/C=Nc4ccccc43)c2=O)cc1C	0.7	-1.15	i
CCCC(C)NC1=NCCCCC1 (stereo not given)	-0.4	-0.92	i
COc1ccc(C(=O)N/C(=C\c2ccco2)C(=O)NC2CCS(=O)(=O)C2)cc1 (stereo not given)	-0.7	0.05	i
Cc1cccc(NC(=S)NNC(=O)c2nn(C)cc2Cl)c1	-2.6	0.88	i
Cc1cc(NC(=O)C(C)SCC(=O)N(C)CC(=O)Nc2ccc(Br)cc2C)no1 (stereo not given)	0.9	1.59	i
CNC(=O)Cn1c(C)cc(=O)c2cccc(C)c21	-2.8	0.43	i
Cc1ccc(C(=O)O)cc1S(=O)(=O)N1CCOCC1	-1.3	0.95	i
COc1ccccc1NC(=O)CCC(=O)c1ccc(-c2ccccc2)cc1	-0.3	-0.67	i
CCCOC(=O)Nc1sc2c(c1C(N)=O)CCCC2	-1.2	-0.33	i
COC(=O)CN1C(c2ccc(OC)cc2)=Nc2ccc(Cl)cc2C1c1ccccc1 (stereo not given)	-2.0	-2.15	i
COCCN1C(=O)C(=O)/C(=C(/O)c2ccc(S(=O)(=O)N3CCOCC3)cc2)C1c1ccc(O)cc1 (stereo not given)	-1.3	1.23	i
Cc1c(O)ccc2c(CN3CCN(CCO)CC3)cc(=O)oc12	1.3	-0.01	i

Compound activity as filed in PubChem.

This is a random part of the collection; overall some 1.9% were active at least once.
